Growth percent in the NCI-60 one-dose screen (48 h, 10 µM unless noted): 100 = growth as untreated, 0 = no growth, -100 = all killed.
SF-268 = SF-268 CNS cancer cells | 3.1% of 82,000 active
SNB-19 = SNB-19 CNS cancer cells; 2.5% of 81,000 active
SF-539 = SF-539 CNS cancer | 6.8% of 81,000 active
PC-3 = PC-3 prostate cancer cells. 3.9% of 80,000 active. AID 1794754
U251 = U251 CNS tumor cells | 5.4% of 80,000 active | AID 1794753
SF-295 = SF-295 CNS cancer cells. 5.6% of 79,000 active. AID 1794758
DU-145 = DU-145 prostate cancer | AID 1794760 | 4.2% of 81,000 active
OVCAR-8 = OVCAR-8 ovarian cancer. AID 1794782. 4.4% of 81,000 active
* marks the source's active call; other numbers are inactive results; x = not tested or not shown; & = joins results of further samples. The calls were made as follows: active = growth percent below 10; inactive = the rest.

SMILES | SF-268 | SNB-19 | SF-539 | PC-3 | U251 | SF-295 | DU-145 | OVCAR-8
O=C1CCC(N2C(=O)c3ccc(NS(=O)(=O)c4ccccc4OC(F)(F)F)cc3C2=O)C(=O)N1 (stereo unspecified) | 43 | 40 | 80 | 46 | 76 | 57 | 108 | 11
Cn1cnc([N+](=O)[O-])c1Sc1nc(N)nc2nc[nH]c12 | 29 | 101 | 16 | 56 | 64 | -2.7* | 26 | 29
COc1ccc2oc(=O)cc(CC(=O)NCCc3c[nH]c4ccccc34)c2c1 | 89 | 88 | 97 | 88 | 104 | 95 | 105 | 94
N#C/C(=C\c1ccc2ccccc2c1)C(=O)Nc1sc2c(c1C#N)CCCC2 | 104 | 100 | 99 | 105 | 99 | 96 | 100 | 103
CC(=O)O[C@H]1CO[C@@H]2C(Oc3ccnc(NC4CCN(S(=O)(=O)c5ccc(C)cc5)CC4)n3)CO[C@H]12 (stereo partly specified) | 98 | 101 | 97 | 97 | 102 | 96 | 109 | 97
C/C=C(\C)C(C#N)(CCCC)C(=O)OCC (stereo unspecified) | 108 | 104 | 98 | 112 | 99 | x | 112 | 104
COc1ccc(S(=O)(=O)NCCNc2nccc(-n3cnc4ccccc43)n2)cc1 | 87 | 95 | 96 | 98 | 103 | 97 | 100 | 91
CCCCC1COc2cccc3c2N1C=C/C3=C\C(=O)N(C)c1ccccc1OC(F)(F)F (stereo unspecified) | 79 | 86 | 110 | 77 | 81 | 95 | 89 | 91
COc1ccc2oc(=O)cc(-c3sc(N4CCCC4)nc3-c3ccccc3)c2c1 | 86 | 102 | 94 | 90 | 103 | 90 | 100 | 90
CC(C)CCNC(=O)[C@@H](CC(C)C)n1ccc2ncccc2c1=O | 100 | 102 | 114 | 93 | 98 | 102 | 111 | 103
O=c1c2cc3c(=O)n(-c4cccc(Cl)c4)c(=O)c3cc2c(=O)n1-c1cccc(Cl)c1 | 109 | 117 | 92 | 96 | 95 | x | 110 | 101
Cc1nn(-c2ccccc2)nc1C(=O)Nc1ccccc1C(=O)NCC1CC1 | 91&123 | 54&122 | 31&89 | 78&85 | 73 | 59&114 | 63&109 | 31&96
O=C(CN1CCOCC1)Nc1ccc(Cn2nnc3c2C(=O)c2nnn(Cc4ccc(NC(=O)CN5CCOCC5)cc4)c2C3=O)cc1 | -5.7* | -15* | x | 5.9* | -92* | -45* | -77* | -58*
CC(=O)OC1CCC2(C)C(=CCC3C2CCC2(C)C(C(C)=O)CCC32)C1 (stereo unspecified) | 110 | 106 | 100 | 83 | 89 | 100 | 114 | 92
COc1cc(Cl)cc(-c2nn(-c3cccc(NC(=O)c4cccc(C(F)(F)F)c4)c3)cc2-c2ccncc2)c1 | 77 | 82 | 64 | 23 | 49 | 38 | 84 | 42
CCN(CC)CC(=O)NNc1ncnc2ccccc12 | 105 | 103 | 100 | 106 | 105 | 104 | 115 | 108
O=C(CSc1nc2ccccc2c(=O)n1-c1ccccc1)c1cc2c(ccc3ccccc32)oc1=O | 88 | 90 | 90 | 79 | 82 | 93 | 105 | 80
O=C(Nc1ncc(Cc2cccc(C(F)(F)F)c2)s1)C1COc2ccccc2O1 (stereo unspecified) | 88 | 90 | 96 | x | 84 | 86 | 105 | 90
COc1cccc(C2CC(=O)Nc3cc4c(cc32)OCO4)c1OC (stereo unspecified) | 101 | 101 | 88 | 94 | 86 | 85 | 103 | 99
Cc1ccc(S(=O)(=O)C(C)C(=O)Nc2ccc(S(N)(=O)=O)cc2)cc1 (stereo unspecified) | 98 | 99 | 98 | 100 | 97 | 100 | 106 | 100
Cn1cc2c(c1)-c1[nH]c(=O)ncc1CC2 | 102 | 106 | 116 | x | 109 | 107 | 117 | 106
N#Cc1ccc2cc(-c3ccc(Br)cc3)c(C(=O)c3ccc(Br)cc3)n2c1 | 103 | 96 | 94 | 96 | 99 | 100 | 103 | 102
CC(C)(C)C(=O)c1c2c(c3ccc4c5ccccc5ccc4n13)C(=O)c1ccccc1C2=O | 101 | 89 | 87 | 83 | 98 | 100 | 96 | 96
CC1(C)CCC(C)(C)C2CC3C(CC21)C(C)(C)CCC3(C)C (stereo unspecified) | 114 | 99 | 97 | 92 | 110 | 119 | 126 | 97
O=C1N=C2SCCCN2/C1=C\c1cccc(OCc2ccc(Cl)cc2)c1 | 64 | 66 | 92 | 66 | 51 | 77 | 52 | 73
Going on with the list.
SMILES | SF-268 | SNB-19 | SF-539 | PC-3 | U251 | SF-295 | DU-145 | OVCAR-8
O=C1CC(C2=CCCCC2)C(=O)O1 (stereo unspecified) | 93 | 114 | 105 | 95 | 95 | 107 | 106 | 104
CCNC1CCC(Nc2ccnc3cc(Cl)ccc23)CC1 (stereo unspecified) | 109 | 95 | 91 | 78 | 92 | 107 | 113 | 93
COc1ccc(C2c3ccc4ccccc4c3Oc3nc(N)c(C#N)c(N)c32)cc1OC (stereo unspecified) | 128 | 103 | 106 | 99 | 96 | 123 | 88 | 118
COc1ccc2[nH]c(=O)cc(-n3nncc3COc3ccc(C=O)cc3)c2c1 | 99 | 105 | 98 | 94 | 104 | 99 | 110 | 107
Cc1nc2ccc(Br)cn2c1-c1nnc(SCc2ccc(C#N)cc2)o1 | 91 | 83 | 79 | 98 | 88 | 95 | 96 | 73
COc1ccc(C(=O)CSc2nnc(-c3cnccn3)n2-c2ccccc2)cc1 | 91 | 84 | 82 | 66 | 71 | 81 | 95 | 84
COc1cc(/C=C/C(=O)c2ccccc2)cc(OC)c1OC | 58 | 84 | 81 | 58 | x | -25* | 62 | 60
Cc1cccc2c1NC(=O)C2=O | 112 | 111 | 101 | 96 | 100 | 103 | 126 | 104
NC(=O)N1NC(=O)C(N=Nc2ccc(S(=O)(=O)N=C(N)N)cc2)C1=O (stereo unspecified) | 104 | 98 | 95 | 111 | 105 | 97 | 102 | 105
O=C(c1ccccc1)c1ccc2nc(-c3ccccc3F)[nH]c2c1 | 96 | 104 | 104 | 96 | 102 | 111 | 114 | 103
O=C(O)c1ccccc1-c1ccccc1C(=O)Nc1ccc2c(c1)oc(=O)c1ccccc12 | 108 | 95 | 103 | 84 | x | 104 | 95 | 97
COc1cc(N)c(C)c2c(C)ccnc12 | 95&103 | 104 | 93&105 | 74&93 | 93 | 96 | 102&107 | 95&99
O=C(c1ccccc1)C1CCC=C1c1ccccc1 (stereo unspecified) | 103 | 99 | 103 | 98 | 103 | 111 | 123 | 100
Cc1cc([N+](=O)[O-])cc(C)c1OC(=O)c1ccc(N=C(N)N)cc1 | 90 | 85 | 90 | 74 | x | 75 | 101 | 85
COc1cc(-c2nc3cc(C)c(C)cc3n3c(C)cc(=O)n23)cc(OC)c1OC | 107 | 89 | 99 | 93 | 96 | 99 | 132 | 87
COc1cccc(Cn2c(-c3cncs3)nc3ccccc32)c1 | 113 | 103 | 97 | 84 | 95 | 103 | 112 | 93
COc1cc(/C=C2/C(=O)Nc3ccc(Cl)cc32)ccc1OCc1ccc(F)cc1 | 80 | 87 | 89 | 78 | 48 | 94 | 93 | 91
CCOC(=O)CC(S(=O)(=O)c1ccccc1)S(=O)(=O)c1ccccc1 | 101 | 93 | 104 | 98 | x | 108 | 111 | 103
CC[N+](CC)(CC)CC | 113 | 118 | 99 | 102 | 99 | 99 | 108 | 106
N/C(=N\C(N)=N\c1nc2ccccc2s1)c1cccc(Br)c1 | 101 | 91 | 99 | 63 | 38 | 76 | 99 | 73
CCOC(=O)c1ncc2ncc(-c3ccc(OC)cc3)cn12 | 93 | 82 | 88 | 99 | 90 | 96 | 102 | 100
CCOC(=O)CC1=Nc2ccccc2SC1 | 102 | 103 | 96 | 89 | 91 | 106 | 109 | 96
CCCC(=O)N(CCC(C)C)c1ccccc1 | 98 | 108 | 108 | 95 | 96 | 98 | 111 | 105
Cc1c(-c2cnc3ccc(Cl)cc3c2C(=O)O)nnn1-c1ccc([N+](=O)[O-])cc1 | 110 | 95 | 102 | 93 | 100 | 99 | 114 | 86
COc1cc2c3c(n(C4CCN(C)CC4)c(=O)c2cc1OC)-c1cc2c(cc1C3=O)OCO2 | 51 | 60 | -55* | x | 35 | 47 | 78 | 19
(cont.)
SMILES | SF-268 | SNB-19 | SF-539 | PC-3 | U251 | SF-295 | DU-145 | OVCAR-8
CC12O[C@H](C[C@@H](O)[C@H]1O)n1c3ccccc3c3c4c(c5c6ccccc6n2c5c31)C(=O)N(CCCN)C4=O | 36 | 27 | 39 | 34 | 15 | 51 | 61 | 34
CCC(CCC(C)C1CCC2C3CC=C4CC(OC(=O)CCC(=O)O)CCC4(C)C3CCC12C)C(C)C (stereo unspecified) | 119 | 108 | 99 | 110 | 115 | 113 | 134 | 107
O=c1cc(-c2ccccc2)[nH]c(-c2ccccc2)c1 | 118 | 104 | 98 | 94 | 100 | 97 | 109 | 101
COc1cccc2ccc(CC(O)(c3ccccc3)c3ccccc3)nc12 | 94 | 97 | 103 | 79 | 97 | 86 | 98 | 91
O=C(O)CCc1ccccc1 | 112 | 109 | 109 | 91 | 106 | 135 | 111 | 103
Cc1cc(N2CCN(c3ccnc4cc(Cl)ccc34)CC2)nc(N2CCOCC2)n1 | 87 | 83 | 97 | 52 | 94 | 81 | 88 | 96
CCOC(=O)CSc1nnc(N)s1 | 107 | 91 | 100 | 87 | 94 | 104 | 110 | 93
Cc1cc(O)c2c(c1)C1OC(=O)CCCCCCN1C1=C2C(=O)c2cccc(OC3CC(O)C(O)C(C)O3)c2C1=O (stereo unspecified) | 102 | 112 | 97 | 84 | 95 | 102 | 108 | 93
OC(c1cccc2ccccc12)c1nccn1Cc1ccccc1 (stereo unspecified) | 105 | 93 | 96 | 79 | 93 | 100 | 121 | 96
O=C(O)/C=C\C(=O)NNc1ccc(Cl)cc1Cl | 97 | 98 | 104 | 68 | 81 | 95 | 108 | 92
CO[C@]12C[C@@H](COC(=O)c3cncc(Br)c3)CN(C)[C@@H]1Cc1cn(C)c3cccc2c13 | 108 | 104 | 104 | 92 | 100 | 89 | 118 | 111
CCCCOC(=O)CCN1CCN(c2cccc(C)c2)CC1 | 105 | 92 | 115 | 86 | 102 | 105 | 115 | 102
Cc1ccc(-n2c3c(c(-c4ccccc4)c2-c2ccccc2)C2=NCCN2C=N3)cc1 | 96 | 89 | 95 | 77 | 92 | 99 | 95 | 75
CCSC(SCC)c1ccc(Cl)cc1 | 100 | 110 | 107 | 101 | 102 | 87 | 107 | 107
O=S(=O)(O)c1ccc2c(S(=O)(=O)O)cc(S(=O)(=O)O)cc2c1 | 98 | 107 | 104 | 102 | 99 | 122 | 108 | 98
COc1ccc(-c2nc(SCC(C)C)nc(Nc3ccc(/C(C)=N\NC(N)=S)cc3)c2C#N)cc1 | 72 | 70 | 46 | 86 | 55 | 53 | 50 | 58
CCC(O)(C(C)C)C(C)C | 109 | 98 | 106 | 92 | 101 | 109 | x | 103
C#CCn1c(CO)ccc1CNc1ccc(OC)cc1 | 86 | 97 | 98 | 113 | 99 | 94 | 103 | 104
O=C1C2CCCN2C(=O)c2ccccc2N1Cc1cn(-c2ccccc2Cl)nn1 (stereo unspecified) | 97 | 103 | 99 | x | 99 | 105 | 111 | 98
O=C1CCC(Nc2ccnc(Cl)c2)N1 (stereo unspecified) | 104 | 104 | 97 | 85 | 95 | 94 | 110 | 99
O=C(CSc1nnc(-c2cccs2)n1-c1ccccc1)Nc1ccc(Cl)cc1 | 107 | 98 | 100 | 99 | 102 | 98 | 104 | 102
O=C(O)CNC(=O)Cc1cccc2ccccc12 | 100 | 103 | 98 | 98 | 104 | 111 | 107 | 107
c1nc2nonc2nc1C1CC1 | 102 | 93 | 102 | 95 | 102 | 108 | 107 | 101
Cn1cc(-c2nc(-c3cn(C)c4ncccc34)cs2)c2cc(F)ccc21 | 52 | 46 | 27 | 47 | 32 | 16 | 57 | 55
ClCC(CNCc1ccccc1)c1ccccc1 (stereo unspecified) | 110 | 99 | 113 | 94 | 107 | 114 | 119 | 106
C#CCOc1ccccc1C(OC(=O)c1cccc(OC)c1)C(=O)NC(C)(C)C(C)(C)C (stereo unspecified) | 44 | 93 | 93 | 65 | 82 | 72 | 98 | 91
CCOCCOC(=O)c1ccccc1Cl | 100 | 114 | 111 | 95 | 99 | 114 | 105 | 105
COc1ccc2c(c1)CC/C(=C\c1cncc(Br)c1)C2=O | 97 | 91 | 93 | 93 | 86 | 95 | 102 | 90
N#C/C(=C\c1c[nH]c2ccccc12)C(=O)Nc1sc2c(c1C#N)CCCC2 | 102 | 103 | 94 | 103 | 106 | 102 | 107 | 101

Record cards, as listed above. Order of screens: SF-268, SNB-19, SF-539, PC-3, U251, SF-295, DU-145, OVCAR-8
Cc1nc2ccc(Br)cn2c1-c1nnc(SCc2ccc(C#N)cc2)o1 is listed with 91, 83, 79, 98, 88, 95, 96, 73
C#CCn1c(CO)ccc1CNc1ccc(OC)cc1 is listed with 86, 97, 98, 113, 99, 94, 103, 104

6 compounds picked at random from those above, as already listed:
SMILES | SF-268 | SNB-19 | SF-539 | PC-3 | U251 | SF-295 | DU-145 | OVCAR-8
Cc1cc(O)c2c(c1)C1OC(=O)CCCCCCN1C1=C2C(=O)c2cccc(OC3CC(O)C(O)C(C)O3)c2C1=O (stereo unspecified) | 102 | 112 | 97 | 84 | 95 | 102 | 108 | 93
Cc1nn(-c2ccccc2)nc1C(=O)Nc1ccccc1C(=O)NCC1CC1 | 91&123 | 54&122 | 31&89 | 78&85 | 73 | 59&114 | 63&109 | 31&96
CCOC(=O)c1ncc2ncc(-c3ccc(OC)cc3)cn12 | 93 | 82 | 88 | 99 | 90 | 96 | 102 | 100
NC(=O)N1NC(=O)C(N=Nc2ccc(S(=O)(=O)N=C(N)N)cc2)C1=O (stereo unspecified) | 104 | 98 | 95 | 111 | 105 | 97 | 102 | 105
O=C(O)/C=C\C(=O)NNc1ccc(Cl)cc1Cl | 97 | 98 | 104 | 68 | 81 | 95 | 108 | 92
Cn1cnc([N+](=O)[O-])c1Sc1nc(N)nc2nc[nH]c12 | 29 | 101 | 16 | 56 | 64 | -2.7* | 26 | 29
